RGS4 inh – inhibitors of human regulator of G protein signaling 4; Potency, µM (series often up to 114 µM), inactives show at the top dose activity change, negative = inhibition, actives largely listed as inhibitors; P49798; AID 504845; 390,000 tested, 0.039% active; Transcreener GDP fluorescence polarization, RGS4-accelerated GTP hydrolysis; note: % is set by controls: 0 for no effect and ±100 for the full control effect; nearly all actives have a fitted effect of over 75% in size; some results filed as inactive show a strong effect at the top dose
Target sequence (P49798 whole entry, looked up): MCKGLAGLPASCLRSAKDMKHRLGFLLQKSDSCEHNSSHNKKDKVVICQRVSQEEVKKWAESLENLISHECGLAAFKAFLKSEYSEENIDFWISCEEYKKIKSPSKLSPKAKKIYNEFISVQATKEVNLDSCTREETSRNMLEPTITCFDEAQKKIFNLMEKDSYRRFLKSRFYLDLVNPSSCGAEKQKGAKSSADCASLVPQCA
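MLSMR compounds (23 nl, pin-transferred) preincubated 10 min at room temperature with a 500nM (2x) first reagent, then RGS4 at 900nM (2x) plus Transcreener GDP mix added; fluorescence polarization (620/688 nm) read before and after 90 min at 30 °C.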
USP1 inh – USP1/UAF1 (human) deubiquitinase inhibition. recombinant USP1/UAF1, Ub-Rhodamine cleavage fluorescence. Potency, µM (series often up to 57.1 µM), for the others: at the top dose activity change, negative = inhibition, hits mostly inhibitors. AID 743255. 390,000 tested, 0.23% active; note: % is set by controls: 0 for no effect and ±100 for the full control effect; nearly all actives have a fitted effect of over 60% in size; inactives centre near -12
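USP1/UAF1 complex at 1 nM was preincubated with compound for 15 min at room temperature, then Ub-Rho substrate (150nM final) was added. Fluorescence (480/540 nm) was read kinetically, 6 reads every 60 seconds.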
rTrxR1 inhibitor – blocks rat thioredoxin reductase 1; recombinant rTrxR1, NADPH fluorescence consumption, selenite substrate; Potency, µM (doses to about 114 µM), without a hit: top-dose activity change, negative = inhibition, most hits filed as inhibitors; 390,000 tested, 1% active; AID 588453; note: % is set by controls: 0 for no effect and ±100 for the full control effect; nearly all actives have a fitted effect of over 65% in size
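Rat TrxR1 (90 nM in the dispensed reagent) was pre-reduced with 400 uM NADPH for 5 min at room temperature, then incubated with compound for 15 min. After 400 uM selenite was added, NADPH fluorescence (Ex 340/Em 450 nm) was followed for 8 min.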
ALOX12 inh – ALOX12 (human) lipoxygenase inhibition; P18054; purified 12hLO, xylenol orange hydroperoxide absorbance; Potency, µM (series often up to 108 µM), for the others: top-dose activity change, negative = inhibition, hits mostly inhibitors; 580,000 tested, 1.1% active; AID 1671190; note: % is set by controls: 0 for no effect and ±100 for the full control effect
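Hydroperoxide product was detected by ferrous iron/xylenol orange as the 573 to 405 nm absorbance ratio. Arachidonic acid at 40 uM (final) was turned over for 30 min at room temperature by 150 nM human 12hLO, pH 7.0 Hepes buffer, after 15 min compound preincubation.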
Vif-APOBEC3F blk – blocks the Vif interaction with APOBEC3F | HeLa A3F-eYFP + Vif (tagged APOBEC3F with the HIV-1 protein that degrades it), YFP fluorescence increase | Potency, µM (series often up to 46.1 µM), for inactives: at the top dose activity, negative = active | 390,000 tested, 0.2% active | AID 602313; note: % of control where 0% means no effect; nearly all actives have a fitted effect of over 65% in size
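Fluorescence increase (Ex 488/Em 500-530) after overnight compound treatment at 37 deg C flags inhibition of Vif-driven A3F-eYFP loss in stable HeLa A3F-eYFP/Vif cells seeded overnight beforehand.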
RXFP1 agonist – RXFP1 (human) receptor agonism | HEK293T-RXFP1 cAMP TR-FRET, 30 min; response scale: percent of porcine relaxin response, buffer zero | Potency, µM (titrated, usually from 57.5 µM), without a hit: top-dose activation, actives largely listed as activators | 370,000 tested, 0.3% active; note: % is set by controls: 0 for no effect and ±100 for the full control effect; nearly all actives have a fitted effect of over 60% in size; many of its hits are not listed in these tables
Target sequence (Q9HBX9 whole entry, looked up): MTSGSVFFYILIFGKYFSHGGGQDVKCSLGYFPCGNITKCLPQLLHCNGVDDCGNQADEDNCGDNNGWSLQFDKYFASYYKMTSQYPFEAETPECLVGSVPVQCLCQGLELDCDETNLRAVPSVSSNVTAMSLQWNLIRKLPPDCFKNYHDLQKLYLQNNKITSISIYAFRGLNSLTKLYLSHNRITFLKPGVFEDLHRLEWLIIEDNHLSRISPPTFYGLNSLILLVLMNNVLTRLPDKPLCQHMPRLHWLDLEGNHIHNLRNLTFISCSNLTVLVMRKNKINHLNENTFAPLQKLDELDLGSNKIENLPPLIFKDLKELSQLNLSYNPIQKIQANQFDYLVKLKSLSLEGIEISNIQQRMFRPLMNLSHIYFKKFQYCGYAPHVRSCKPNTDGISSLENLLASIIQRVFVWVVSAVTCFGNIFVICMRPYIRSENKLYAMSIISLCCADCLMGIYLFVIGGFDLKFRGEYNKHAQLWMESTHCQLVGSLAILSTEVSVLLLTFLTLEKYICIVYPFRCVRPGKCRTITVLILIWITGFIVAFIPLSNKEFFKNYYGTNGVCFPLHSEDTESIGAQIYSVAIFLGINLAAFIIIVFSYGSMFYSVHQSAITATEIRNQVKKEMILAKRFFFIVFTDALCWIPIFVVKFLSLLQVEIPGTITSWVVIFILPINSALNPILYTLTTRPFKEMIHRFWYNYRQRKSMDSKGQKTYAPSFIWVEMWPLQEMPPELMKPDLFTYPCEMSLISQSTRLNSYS
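Agonist response is measured as cAMP accumulation in an RXFP1-transfected HEK293T line under PDE4 inhibition. Values are scaled between buffer-only and 29 nM porcine relaxin, and EC50s come from standard Hill equation fits.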
mIDH1 inhibitor – inhibitors of human mutant IDH1 R132H | IDH1-R132H enzyme, NADPH consumption, diaphorase/resazurin fluorescence | Potency, µM (titrated, usually from 76.6 µM), for inactives: top-dose activity change, negative = inhibition, usual class: inhibitors | 390,000 tested, 0.093% active; note: % is set by controls: 0 for no effect and ±100 for the full control effect; nearly all actives have a fitted effect of over 65% in size
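IDH1-R132H (0.5 ug/mL dispensed) in pH 7.5 Tris buffer was preincubated 30 min with compound, then given a substrate mix of 0.016 mM NADPH and 2 mM alpha-KG for 80 min at room temperature; remaining NADPH was read by diaphorase/resazurin fluorescence.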
Vif-APOBEC3G blk – Vif-A3G binding inhibition. Q9HC16. HeLa A3G-eYFP + Vif (tagged APOBEC3G with the HIV-1 protein that degrades it), YFP fluorescence, overnight. Potency, µM (highest dose often 46.1 µM), without a hit: at the top dose activity, negative = active, most hits filed as inhibitors. 410,000 tested, 0.076% active;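 note: % is set by controls: 0 for no effect and ±100 for the full control effect; nearly all actives have a fitted effect of over 60% in size; hits raise eYFP signal because A3G escapes Vif-driven loss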
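Read-out is eYFP fluorescence (Ex 488/Em 500-530) from Vif-expressing HeLa A3G-eYFP cells; more signal means A3G escaped Vif-mediated degradation. Cells plated overnight, compound pinned in, incubated overnight at 37 deg C.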
TrxR1 substrate – rat thioredoxin reductase 1 substrate activity. 390,000 tested, 0.01% active. AID 588456. Potency, µM (doses to about 114 µM), for inactives: at the highest dose activity change, negative = substrate turnover. purified TrxR1 substrate turnover, NADPH consumption readout; note: % is set by controls: 0 for no effect and ±100 for the full control effect; nearly all actives have a fitted effect of over 50% in size
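Rat TrxR1, dispensed at 90 nM, was prereduced with 400 uM NADPH (final) for 5 min at ~22 deg C, then incubated with compound 15 min before 400 uM selenite. A first-read NADPH fluorescence drop versus no-compound background flagged substrates.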
The depositor's hits bear a star; ? = inconclusive; . = not tested or not shown; & = joins results of further samples; [ ] = another dose, or the depositor's remark. Calls come from the whole dose curve; as a rule, active = well fitted curve in the direction sought with a large enough effect; inconclusive = small, poorly fitted or top-dose-only effect, or another doubt; inactive = no such curve, though single readings can be large; an effect the other way counts as inactive or inconclusive. Potency is the fitted concentration of half-maximal effect.

Sample of the layout, 2 compounds:
no.	Compound	Vif-APOBEC3G blk	rTrxR1 inhibitor	TrxR1 substrate	Vif-APOBEC3F blk	ALOX12 inh	RXFP1 agonist	RGS4 inh	USP1 inh	mIDH1 inhibitor
1	O=C(Cn1c(-c2cncs2)nc2ccccc21)NC1CCCC1	0%	-9%	0%	-2%	1%	-0.3%	-12%	-20%	-9%
2	CCc1nnc(NC(=O)CSc2nnc(Cc3cccn3C)n2CCOC)s1	0%	4%[57.1 µM]	11%	-7%	12%	1.3%	11%	-9%	-17%

All compounds of this part, repeating the preview:
no.	Compound	Vif-APOBEC3G blk	rTrxR1 inhibitor	TrxR1 substrate	Vif-APOBEC3F blk	ALOX12 inh	RXFP1 agonist	RGS4 inh	USP1 inh	mIDH1 inhibitor
1	O=C(Cn1c(-c2cncs2)nc2ccccc21)NC1CCCC1	0%	-9%	0%	-2%	1%	-0.3%	-12%	-20%	-9%
2	CCc1nnc(NC(=O)CSc2nnc(Cc3cccn3C)n2CCOC)s1	0%	4%[57.1 µM]	11%	-7%	12%	1.3%	11%	-9%	-17%
3	O=C(NC1CCS(=O)(=O)C1)/C(=C/c1ccc(Cl)cc1)NC(=O)c1ccccc1 (stereo not given)	-1%	9%	1%	-2%	0%	-0.1%	-4%	-5%	0%
4	Cc1ccc2cc(CCl)c(Cl)nc2c1	6%	45µM*	0%	8%	-9%	5.1%	-14%	-24%	9%
5	CCn1cc(C(C)(C)C)c(C#N)c1NC(C)=O	-1%	12%[57.1 µM]	-5%[57.1 µM]	-6%	307%[activator]	-0.4%	-16%	-19%	8%
6	Cc1ccc(C)c(N2C(=O)N(Cc3cc(=O)n4ccccc4n3)c3ccccc3S2(=O)=O)c1	-1%	9%[57.1 µM]	5%[57.1 µM]	-4%	-9%	0.2%	20%	-15%	10%
7	O=C(O)CCn1c2ccccc2c2nc3ccccc3nc21	-11%	?	-19%	?	0%	23%	-24%	-6%	-8%
8	Cc1ccc(NC(=O)O/N=C/c2c(C)nn(C(C)(C)C)c2C)cc1Cl	-6%	-4%	-3%	11%	?	-0.3%	-6%	-28%	7%
9	CCOC(=O)C(CSCC(=O)c1ccc(Cl)cc1)NC(=O)OC(C)(C)C (stereo not given)	2%	-1%[57.1 µM]	3%[57.1 µM]	-16%	?	2.2%	-2%	-22%	4%
10	Cc1nnc(SCC2=C(C(=O)O)N3C(=O)C(NC(=O)C(C)n4nc(C(F)(F)F)cc4C)C3SC2)s1 (stereo not given)	-8%	?	2%	-1%	2%	-2.3%	-28%	-11%	-4%
11	COCCNC(=O)CSc1nc2ccccc2c(=O)n1CCC(=O)N1CCN(c2ccccc2)CC1	0%	11%[57.1 µM]	3%[57.1 µM]	3%	-10%	1.5%	7%	-4%	-12%
12	Cc1cc(C)c2sc(NC(=O)CN3C(=O)CCC3=O)nc2c1	-9%	17%	3%	2%	5%	0.0%	18%[11.4 µM]	-22%	-6%
13	Cc1ccc(N2CCN(S(=O)(=O)c3ccc4oc(=O)ccc4c3)CC2)cc1Cl	-3%	18%[57.1 µM]	-12%	3%	1%	3.9%	23%	-2%	0%
14	CC(=O)c1ccc(S(=O)(=O)N2CCN(c3nn(C)c(=O)n(C)c3=O)CC2)cc1	0%	4%	-8%	-24%	-19%	0.8%	-17%	-5%	2%
15	CCOC(=O)c1sc(-c2cccc([N+](=O)[O-])c2)cc1N	-3%	12%[57.1 µM]	-2%	-8%	14%	2.5%	?	-10%	-2%

Profiles, quoted from the list. Screens in order: Vif-APOBEC3G blk	rTrxR1 inhibitor	TrxR1 substrate	Vif-APOBEC3F blk	ALOX12 inh	RXFP1 agonist	RGS4 inh	USP1 inh	mIDH1 inhibitor
CCc1nnc(NC(=O)CSc2nnc(Cc3cccn3C)n2CCOC)s1 in the list: 0%	4%[57.1 µM]	11%	-7%	12%	1.3%	11%	-9%	-17%
COCCNC(=O)CSc1nc2ccccc2c(=O)n1CCC(=O)N1CCN(c2ccccc2)CC1 in the list: 0%	11%[57.1 µM]	3%[57.1 µM]	3%	-10%	1.5%	7%	-4%	-12%
CC(=O)c1ccc(S(=O)(=O)N2CCN(c3nn(C)c(=O)n(C)c3=O)CC2)cc1 in the list: 0%	4%	-8%	-24%	-19%	0.8%	-17%	-5%	2%
CCOC(=O)c1sc(-c2cccc([N+](=O)[O-])c2)cc1N in the list: -3%	12%[57.1 µM]	-2%	-8%	14%	2.5%	?	-10%	-2%
Cc1cc(C)c2sc(NC(=O)CN3C(=O)CCC3=O)nc2c1 in the list: -9%	17%	3%	2%	5%	0.0%	18%[11.4 µM]	-22%	-6%

(more compounds)
no.	Compound	Vif-APOBEC3G blk	rTrxR1 inhibitor	TrxR1 substrate	Vif-APOBEC3F blk	ALOX12 inh	RXFP1 agonist	RGS4 inh	USP1 inh	mIDH1 inhibitor
16	Cc1ccc(C(=O)Nc2cc3c(cc2N2CCCCC2)n(C)c(=O)n3C)cc1	-3%	25%[57.1 µM]	11%[57.1 µM]	6%	.	6.7%	0%[56.9 µM]	-22%	-9%
17	CCCCN(C)CC(O)Cn1cc(/C=C/C(=O)c2ccc(Br)cc2)c2ccccc21 (stereo not given)	?	-26%	-14%	?	?	3.2%	-30%	?	-1%
18	C[C@@H]1CN([C@@H](C)CO)C(=O)c2cc(-c3cccnc3)cnc2O[C@H]1CN(C)C(=O)c1cccc(F)c1	0%	.	.	-5%	?	.	.	-8%	1%
19	CC1(CCC(=O)O)C(=O)CCC2C1CCC1(C)C2CCC1(C)O (stereo not given)	1%	6%[11.4 µM]	18%[57.1 µM]	0%	8%	.	?	-14%	13%
20	O=C(NCCc1ccccc1)c1cccc(Br)c1	2%	14%	-3%	-1%	-6%	0.0%	-14%	-15%	13%
21	CC(C)NC(=S)N/N=C/c1cc(Br)ccc1O	-11%	-18%	-9%	-7%	?	0.5%	-29%	-15%	-1%
22	Cn1cc(CCC(=O)N2CCCC(Nc3ccc(F)cc3)C2)cn1 (stereo not given)	0%	8%	-1%	4%	-3%	11%	5%	-6%	-2%
23	O=C(CC1Oc2ccccc2NC1=O)NCCc1ccccc1 (stereo not given)	-1%	9%	-2%	-4%	18%	0.1%	-48%	-13%	-9%
24	CCc1nnc2n1N=C(c1cccc([N+](=O)[O-])c1)CS2	-4%	1%	-2%	2%	?	3.0%	25%	-8%	4%
25	O=C(Nc1ccn(CCCNCCCN2CCCC2=O)c(=O)n1)OCc1ccccc1	0%	0%	11%	-5%	8%	.	-1%	-22%	1%[38.3 µM]
26	O=C(O)CC(NC(=O)c1ccccc1NC(=O)c1ccccc1)C(=O)O (stereo not given)	-2%	5%	4%	6%	-6%	0.9%	16%	-5%	1%
27	CS(=O)(=O)N(CCc1ccccc1)CC(=O)NCc1ccc2c(c1)OCO2	3%	5%	-3%	4%	1%	-1.3%	-14%	-17%	5%
28	C=C1N(c2cccc(Cl)c2)C(=O)OC1(C)C	-3%	16%	2%	10%	30%	3.8%	21%	-17%	-9%
29	Cc1ccc(C(=O)c2cc([N+](=O)[O-])ccc2N2CCOCC2)cc1	?	-13%	-12%	-1%	-16%	2.4%	5%	-1%	14%
30	CCOc1cc(/C=N/NC(=O)c2cccnc2)ccc1OCC(N)=O	3%	17%[57.1 µM]	1%[57.1 µM]	-5%	0%	1.1%	-1%	-2%	-9%

(next part)
no.	Compound	Vif-APOBEC3G blk	rTrxR1 inhibitor	TrxR1 substrate	Vif-APOBEC3F blk	ALOX12 inh	RXFP1 agonist	RGS4 inh	USP1 inh	mIDH1 inhibitor
31	CCn1c(C)cc(C(=O)CSc2nnc(C3CC3)n2C2CC2)c1C	0%	.	.	1%	-10%	.	.	-24%	8%
32	CN1CCC(=NNC(=O)C(=O)Nc2ccccc2)CC1	0%	10%[57.1 µM]	9%	-8%	17%	1.6%	13%	-9%	1%
33	COc1ccc(Br)cc1CN1CCN(C(=O)c2cccc(OC)c2OC)CC1	0%	3%	6%	-7%	1%	0.3%	2%	-22%	7%
34	Cc1cc(Br)cc(C)c1OCCCCN(C)C	-4%	2%[57.1 µM]	7%[57.1 µM]	-8%	-20%	-2.5%	-1%	-9%	1%
35	Cn1c(=O)c2c(nc(NCc3ccccc3)n2Cc2ccccc2Cl)n(C)c1=O	1%	6%	-1%	-2%	-23%	9.6%	-9%	-24%	-17%
36	Cc1ccc(S(=O)(=O)n2c(=O)oc3ccccc32)cc1	-3%	12%[57.1 µM]	7%[57.1 µM]	-3%	-26%	-0.1%	0%	-19%	19%
37	Cc1nc2ccc(C(=O)OCC(=O)N(C)c3ccccc3)cc2nc1C	-3%	10%	-3%	1%	-9%&7%	-0.5%	4%	-3%	5%
38	CCCN1CCN(CC2=C(C(=O)OCC)C(c3cccc(OC)c3OC)NC(=O)N2)CC1 (stereo not given)	3%	23%	6%	-1%	-5%	1.2%	-2%	?	-7%
39	O=c1nc(NO)ccn1C1CCCO1 (stereo not given)	0%	10%[11.4 µM]	6%[11.4 µM]	-5%	3%	.	-20%	-7%	8%
40	CCOC(=O)C(=O)N(Nc1ccc(C)cc1)c1ccc(C)cc1	-9%	-18%	-15%	1%	0%	3.8%	30%	-15%	-9%

Screening results as filed in PubChem.

Not all compounds are listed. The share of hits here may be higher or lower than overall.
